# Bioassay records from PubChem BioAssay.
# V1R ag counter – counter-screen for oxytocin receptor agonists: human V1a receptor agonists | AID 2797 | activation, % at 3 µM | P37288 | hit rate 0.25% among 320,000 | CHO-V1R cells, Fluo-8 calcium fluorescence, agonist mode; 0% DMSO, 100% 3 nM vasopressin;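 active means activation above the mean activation of all tested compounds plus 3 SD, per screening run, cut at about 20% in these data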;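 further: signal is peak over basal fluorescence ratio across a 100 second FLIPR read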
# OXTR agonist – activates the human oxytocin receptor; P30559; CHO-OTR cells, Fluo-8 calcium fluorescence; normalized: DMSO 0%, oxytocin 100%; activation, % at 3 µM; hit rate 0.32% among 320,000; AID 2435;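 active means activation above the mean of all tested compounds plus 3 SD, cutoff set per screening run, cut at about 20% in these data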;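 further: peak over basal fluorescence ratio from a 100 s FLIPR kinetic read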
# Target sequence (P30559 whole entry, looked up): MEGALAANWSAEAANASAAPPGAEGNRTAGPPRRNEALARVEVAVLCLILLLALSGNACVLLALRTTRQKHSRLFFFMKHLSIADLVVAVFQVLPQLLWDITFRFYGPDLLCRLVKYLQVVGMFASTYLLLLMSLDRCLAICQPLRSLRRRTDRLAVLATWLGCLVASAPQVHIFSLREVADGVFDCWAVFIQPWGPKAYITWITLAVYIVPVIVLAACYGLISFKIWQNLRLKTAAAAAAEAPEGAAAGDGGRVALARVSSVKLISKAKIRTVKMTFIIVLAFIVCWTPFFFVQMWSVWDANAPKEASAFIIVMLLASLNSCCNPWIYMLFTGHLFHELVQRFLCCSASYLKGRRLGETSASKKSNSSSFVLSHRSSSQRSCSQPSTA
# GPR7 antagonist – blocks human GPR7 receptor signaling; GPR7-expressing cells, fluorescence antagonist assay; AID 1861; hit rate 1.1% among 290,000; inhibition, % at 4.4 µM; in the data active means inhibition above about 16%, passing the limit was not always enough;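 further: cells stimulated with the agonist NPW; 0% = agonist with vehicle and 100% = vehicle without agonist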
# Target sequence (P48145 whole entry, looked up): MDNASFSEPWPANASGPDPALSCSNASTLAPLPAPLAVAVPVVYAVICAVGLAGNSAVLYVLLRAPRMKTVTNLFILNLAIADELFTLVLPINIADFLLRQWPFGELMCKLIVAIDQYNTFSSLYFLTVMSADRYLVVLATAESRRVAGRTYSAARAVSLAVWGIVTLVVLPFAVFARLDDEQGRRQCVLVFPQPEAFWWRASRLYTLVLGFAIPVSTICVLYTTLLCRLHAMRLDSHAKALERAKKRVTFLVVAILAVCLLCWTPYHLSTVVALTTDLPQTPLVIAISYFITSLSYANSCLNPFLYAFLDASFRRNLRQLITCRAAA
# NALP1 yeast inh – NALP1 inhibition; S. cerevisiae NALP1/ASC/caspase-1 growth, X-gal OD620, 72 h; inhibition, % at 10 µM; hit rate 0.61% among 280,000; AID 2071; in the data active means inhibition mostly above about 24%, no sharp cut-off; inactive means mostly below about 32%; further: some compounds called inactive have numbers as strong as hits
# MEKK2wt PB1 HTS – raises or lowers MEK5 binding to wildtype human MEKK2 PB1 domain; Q9Y2U5; bead flow cytometry, Alexa488-MEK5 binding to MEKK2 WT; actives lie on both sides; hit rate 1.1% among 290,000; binding response (% of control), % at 10 µM; in the data active means binding response below about 67% or above about 130%
# GalR3 antagonist – human GalR3 antagonism; O60755; HEK293 GalR3-CNG cAMP membrane potential fluorescence; galR3 body fused to GalR1 C-terminus; hit rate 0.44% among 360,000; inhibition, % at 3 µM;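 active means inhibition above the screen-wide average plus 3 SD, cut at about 13% in these data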;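 further: forskolin and galanin both at EC90 stimulate the cells; cAMP rise reported by CNG channel membrane potential dye signal; 0% = forskolin plus galanin with DMSO and 100% = forskolin alone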
# Target sequence (O60755 1-299 limits assumed): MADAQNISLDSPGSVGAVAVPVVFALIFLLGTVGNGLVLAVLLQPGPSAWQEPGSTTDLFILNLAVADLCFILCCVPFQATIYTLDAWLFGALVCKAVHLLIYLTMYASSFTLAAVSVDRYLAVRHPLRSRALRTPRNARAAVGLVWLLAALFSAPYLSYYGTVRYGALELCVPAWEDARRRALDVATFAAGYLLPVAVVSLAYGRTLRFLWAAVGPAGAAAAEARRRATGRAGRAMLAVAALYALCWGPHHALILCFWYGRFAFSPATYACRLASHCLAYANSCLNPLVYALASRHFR
# PfM18AAP inh – blocks P. falciparum M18 aspartyl aminopeptidase; recombinant PfM18AAP, H-Glu-NHMec fluorogenic cleavage; inhibition, % at 7.35 µM; hit rate 1.2% among 290,000;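 active means inhibition above the campaign mean inhibition over all tested compounds plus 3 SD, cut at about 28% in these data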;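 further: 0% = plate median of test compound wells and 100% = 2 mM ZnCl2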
# MEKK2 mut-MEK5 – signal of MEK5 binding to mutant human MEKK2 PB1 domain; bead flow cytometry, Alexa488-MEK5 binding to MEKK2 mutant; percent response, % at 10 µM; hit rate 0.35% among 290,000; AID 1530; in the data active means percent response above about 24%, passing the limit was not always enough; further: inactives centre near 1; some results filed as inactive read as strong as hits; reference of the scale not given here
# OXTR potentiator – potentiators of human oxytocin receptor; P30559; activation, % at 3 µM; hit rate 0.061% among 320,000; AID 2445; CHO-OTR cells, Fluo-8 calcium fluorescence, potentiator mode; 0% = oxytocin EC15, 100% = EC100;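 active means activation above that plate's cutoff, the mean activation of tested compounds plus 3 SD, cut at about 6.6% in these data, passing the limit was not always enough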;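 further: 100% uses oxytocin at 75 nM as the full agonist control; some results filed as inactive read as strong as hits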
#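 test system = CHO-OTR cells, human receptor | compound = single-point 3.0 µM | schedule = 6 min compound pre-incubation at room temperature, 100 s kinetic read | signal = Fluo-8 no-wash calcium dye fluorescence, excitation 470-495 nm, emission 515-575 nm | repeats = single well per compound, singlicate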
# Numbers without * were called inactive; · = not tested or not shown.
[1] O=C(COc1ccccc1)NNc1nc2ccccc2s1
[2] CCOc1cccc(N2CCN(CCNC(=O)Nc3ccc(C)cc3)CC2)c1C
[3] COc1ccc2c(c1)CC/C(=C/c1cc(OC)c(OC)c(OC)c1)C2=O
[4] Cc1noc2ncnc(Oc3cc(Cl)ccc3Cl)c12
[5] COc1cccc(CNC(=O)C2CCN(S(=O)(=O)c3ccc4c(c3)NC(=O)C(C)S4)CC2)c1 (stereo not drawn)
[6] CN(C)C(=O)C1Cc2ccccc2CN1S(=O)(=O)c1cccs1 (stereo not drawn)
assay / compound,1,2,3,4,5,6
V1R ag counter,0.2,5.4,0.8,-1.9,6.1,1.4
OXTR agonist,-0.8,9.8,-2.0,-1.6,1.5,0.3
GPR7 antagonist,-6,-1,-8,-7,-4,-10
NALP1 yeast inh,·,19,5,21*,10,-1
MEKK2wt PB1 HTS,98,122,97,95,111,99
GalR3 antagonist,-6,-11,0,-6,-7,-6
PfM18AAP inh,15,-1,0,-13,6,7
MEKK2 mut-MEK5,0,8,0,-7,3,1
OXTR potentiator,0,-14,-7,3,-6,3

[7] CC(C)(C)NC(=O)C(c1ccc(O)cc1)N(C(=O)CCC(=O)Nc1nccs1)c1cccc(F)c1 (stereo not drawn)
[8] CC(C)(C)C(=O)Nc1ccccc1C(=O)NCc1ccco1
[9] O=C(O)CCC(=O)N1CCN(c2ccccn2)CC1
[10] Cn1c(=O)c([N+](=O)[O-])c(NCC(O)c2ccccc2)c2ccccc21 (stereo not drawn)
[11] Cc1ccc(Cl)cc1NC(=S)NCc1cccn1C
[12] O=C(NC1CCN(Cc2ccccc2)CC1)c1cccc(S(=O)(=O)Nc2cc(C(F)(F)F)ccc2Cl)c1
assay / compound,7,8,9,10,11,12
V1R ag counter,0.7,-0.5,0.1,-0.1,0.6,5.2
OXTR agonist,0.1,-1.6,1.1,-0.4,-1.2,4.6
GPR7 antagonist,-11,1,1,2,-5,-6
NALP1 yeast inh,5,3,10,28,6,29
MEKK2wt PB1 HTS,94,111,·,108,107,94
GalR3 antagonist,-5,0,-2,0,0,-5
PfM18AAP inh,0,-2,-4,9,6,17
MEKK2 mut-MEK5,-5,7,·,1,1,-4
OXTR potentiator,5,-4,-5,-5,-3,-7

[13] CC(=O)Nc1ccc(S(=O)(=O)NCC2CCCO2)cc1 (stereo not drawn)
[14] CC(C)(C)c1ccc(C2SCC(=O)N2c2cccc(C(=O)O)c2)cc1 (stereo not drawn)
[15] CC1CCN(C(=O)COc2ccc(S(=O)(=O)N3CCCC3)cc2)CC1
[16] CCOCCCn1c(=S)[nH]c2cc(C(=O)NC3CCCCC3C)ccc2c1=O (stereo not drawn)
[17] Cn1c(N)c(C(=O)COC(=O)c2ccc(Br)o2)c(=O)n(C)c1=O
[18] Cc1cnc(C(=O)OCC(=O)N(C)CC(=O)Nc2ccccc2Cl)cn1
assay / compound,13,14,15,16,17,18
V1R ag counter,-0.2,4.5,1.6,-0.1,0.5,1.1
OXTR agonist,1.4,3.8,0.3,0.5,2.3,1.3
GPR7 antagonist,·,22,4,12,-12,·
NALP1 yeast inh,·,30,-1,12,-16,·
MEKK2wt PB1 HTS,·,99,107,99,106,·
GalR3 antagonist,-2,-5,-4,-3,-6,-2
PfM18AAP inh,·,16,-3,-1,-5,·
MEKK2 mut-MEK5,·,-2,7,-6,6,·
OXTR potentiator,-4,-22,-13,-13,-14,6

[19] O=C(NCCCCO)c1ccc2c3c(cccc13)CC2
[20] COC(=O)c1sc(NC(=O)COc2c(C)cccc2C)nc1C
[21] CC(=O)N1CCN(Cc2nc3cc(NC(=O)Cn4nc(C)c5ccccc5c4=O)ccc3n2C)CC1
[22] NC(=O)NC(Cc1ccccc1)c1ccccc1 (stereo not drawn)
[23] CC1(C(=O)O)CCC(C(=O)Nc2ccc(Cl)c(Cl)c2)C1(C)C (stereo not drawn)
[24] CCCC12CN3CCN(CC(C3)/C1=N\NC(=O)c1ccccc1N)C2
assay / compound,19,20,21,22,23,24
V1R ag counter,-0.7,4.1,0.4,·,·,0.5
OXTR agonist,0.0,-2.5,-0.4,·,·,0.2
GPR7 antagonist,-16,-7,2,1,-8,-9
NALP1 yeast inh,10,-2,-10,3,-7,13
MEKK2wt PB1 HTS,99,90,·,97,107,114
GalR3 antagonist,2,-5,-2,-8,-1,-10
PfM18AAP inh,2,-1,-3,-12,-1,-8
MEKK2 mut-MEK5,-4,-3,·,0,5,1
OXTR potentiator,-13,4,0,·,·,-2

[25] Cc1cccc(C)c1OCC(=O)N/N=C/c1ccncc1
[26] Cc1cccc(-c2nc(=S)c3c(o2)CCCC3)c1
[27] c1coc(-c2nn3c(Cn4nnc5ccccc54)nnc3s2)c1
[28] COc1ccc(C)cc1NC(=O)CNC(C)C(=O)Nc1cc(Cl)ccc1Cl (stereo not drawn)
[29] Cc1cc(C)n(C(=O)/C(C#N)=N\Nc2ccccc2[N+](=O)[O-])n1
[30] CCc1ccccc1Cn1c(=O)oc2cccnc21
assay / compound,25,26,27,28,29,30
V1R ag counter,1.2,0.0,1.1,0.9,-0.3,-0.2
OXTR agonist,0.2,-0.7,1.4,1.6,0.3,-0.9
GPR7 antagonist,-3,-1,19,2,0,-8
NALP1 yeast inh,24,-2,31,13,2,-7
MEKK2wt PB1 HTS,110,80,100,94,89,101
GalR3 antagonist,-3,-5,-4,-11,-8,0
PfM18AAP inh,-4,-1,-1,-20,-14,5
MEKK2 mut-MEK5,-1,-4,-3,-7,-6,8
OXTR potentiator,-7,-5,-2,-7,-18,-5

[31] CCCOc1cccc(C2C(C(=O)c3ccco3)=C(O)C(=O)N2CCN(CC)CC)c1 (stereo not drawn)
[32] CC(C)OC(=O)CC1C(=O)NCCN1C(=S)NC(=O)c1ccccc1Cl (stereo not drawn)
[33] CCOC(=O)c1c(NC(=O)C2(C)Cc3ccccc3C(=O)O2)sc2c1CCCC2 (stereo not drawn)
[34] CCN1CCN(c2cc(C)nc(-c3ccccc3O)n2)CC1
[35] CN1CCN(c2ccc(NC(=O)c3ccc(Oc4ccccc4)cc3)cc2)CC1
[36] CCOC(=O)N1CCN(c2nc(-c3ccc(OC)cc3)no2)CC1
assay / compound,31,32,33,34,35,36
V1R ag counter,-0.2,0.0,1.3,0.2,2.6,5.3
OXTR agonist,-0.8,-0.4,-0.9,0.9,3.7,5.2
GPR7 antagonist,-15,-3,-23,-7,-3,12
NALP1 yeast inh,5,-6,22,-15,27,8
MEKK2wt PB1 HTS,104,102,99,110,124,99
GalR3 antagonist,-5,1,-2,-3,-7,-7
PfM18AAP inh,-2,4,5,1,6,-4
MEKK2 mut-MEK5,5,6,-1,4,27*,-3
OXTR potentiator,-4,-10,-2,-7,-9,-9

# Overlap with the part before: two entries; new compounds follow.
[35] CN1CCN(c2ccc(NC(=O)c3ccc(Oc4ccccc4)cc3)cc2)CC1
[36] CCOC(=O)N1CCN(c2nc(-c3ccc(OC)cc3)no2)CC1
[37] O=C(CSC1=NCCS1)Nc1ccc(F)cc1
[38] Cc1c(C(=O)N2CCN(c3ccccc3)CC2)sc2nc3n(c(=O)c12)CCC3
[39] Cc1ccc2c(c1)c1c(n2CC(O)CN2CCCCC2C)CCCC1 (stereo not drawn)
[40] CCN(CC)c1ccc(/C=N/NC(=O)c2c(Cl)cnn2C)c(O)c1
[41] Cc1c(C(=O)OCC(C)C)[nH]c2c1C(=O)CC(c1ccco1)C2 (stereo not drawn)
[42] CC(=O)OC[C@]1(OC(C)=O)C[C@@]23CC[C@H]4[C@@](C)(CCC[C@@]4(C)C(=O)O)[C@@H]2CC[C@@H]1C3
assay / compound,35,36,37,38,39,40,41,42
V1R ag counter,2.6,5.3,0.7,1.3,1.8,-0.4,2.4,-0.1
OXTR agonist,3.7,5.2,-0.4,-0.8,8.8,-1.6,1.0,0.4
GPR7 antagonist,-3,12,0,-4,19,-18,-3,1
NALP1 yeast inh,27,8,-3,8,·,8,24,31
MEKK2wt PB1 HTS,124,99,97,100,118,105,99,97
GalR3 antagonist,-7,-7,-3,-3,-10,-1,17*,-1
PfM18AAP inh,6,-4,-11,4,-12,9,-15,-1
MEKK2 mut-MEK5,27*,-3,0,-1,9,3,2,2
OXTR potentiator,-9,-9,7,-7,-2,-6,-16,0

# Record cards, as listed above. Screens in order: V1R ag counter, OXTR agonist, GPR7 antagonist, NALP1 yeast inh, MEKK2wt PB1 HTS, GalR3 antagonist, PfM18AAP inh, MEKK2 mut-MEK5, OXTR potentiator
# O=C(CSC1=NCCS1)Nc1ccc(F)cc1 is listed as 0.7, -0.4, 0, -3, 97, -3, -11, 0, 7
# Cc1c(C(=O)N2CCN(c3ccccc3)CC2)sc2nc3n(c(=O)c12)CCC3 is listed as 1.3, -0.8, -4, 8, 100, -3, 4, -1, -7
# CCN(CC)c1ccc(/C=N/NC(=O)c2c(Cl)cnn2C)c(O)c1 is listed as -0.4, -1.6, -18, 8, 105, -1, 9, 3, -6
# Cc1ccc2c(c1)c1c(n2CC(O)CN2CCCCC2C)CCCC1 (stereo not drawn) is listed as 1.8, 8.8, 19, ·, 118, -10, -12, 9, -2
# Cc1c(C(=O)OCC(C)C)[nH]c2c1C(=O)CC(c1ccco1)C2 (stereo not drawn) is listed as 2.4, 1.0, -3, 24, 99, 17*, -15, 2, -16

# Remaining list, next part.
[43] C=CCn1c(SCC(=O)Nc2ccc(NC(=O)c3ccco3)c(OC)c2)nnc1-c1ccncc1
[44] CCc1cc2c3c(c1)C1(C(=O)N3C(C)(C)C=C2C)C(C#N)=C(N)Oc2[nH]c(=O)[nH]c(=O)c21 (stereo not drawn)
[45] O=C(NCC1CCCCC1)C1CCCN(C(=O)NC2CCCCC2)C1 (stereo not drawn)
[46] Cc1ccc(NC(=O)COC(=O)Cc2ccsc2)cc1S(=O)(=O)N(C)C
[47] OCCN(Cc1ccccc1)C(=S)NC1CCCCC1
[48] O=C(CSc1c2c(nc3cc(Cl)ccc13)CCCC2)NCCN1CCOCC1
assay / compound,43,44,45,46,47,48
V1R ag counter,-0.5,-1.6,-0.3,2.0,0.9,3.3
OXTR agonist,-1.4,-2.0,-1.2,1.4,-1.6,-0.2
GPR7 antagonist,3,14,-9,18,3,-2
NALP1 yeast inh,13,1,3,·,-10,1
MEKK2wt PB1 HTS,81,91,101,83,96,100
GalR3 antagonist,-6,-5,-1,-3,-1,-4
PfM18AAP inh,18,10,5,-3,-1,7
MEKK2 mut-MEK5,-7,-5,1,-20,-5,1
OXTR potentiator,-2,-11,0,-1,-25,-7

[49] COc1ccc(NC(=O)/C=C/c2ccc3c(c2)OCO3)cc1
[50] Cc1ccc(N2CCN(CCCN3C(=O)C4CCCN4C3=O)CC2)cc1 (stereo not drawn)
[51] COc1ccc(-c2csc(/N=C/N(C)C)n2)cc1OC
[52] Cc1nc(SCc2nc3ccc([N+](=O)[O-])cc3[nH]2)c2oc3ccccc3c2n1
[53] Cc1ccc(C(=O)NCc2cccnc2)cc1S(=O)(=O)Nc1ccccc1
assay / compound,49,50,51,52,53
V1R ag counter,0.3,0.4,0.0,1.0,1.1
OXTR agonist,-1.3,-0.8,0.5,1.5,0.2
GPR7 antagonist,11,-10,-12,·,-13
NALP1 yeast inh,5,15,8,·,29
MEKK2wt PB1 HTS,103,110,95,·,104
GalR3 antagonist,-6,0,-3,-3,-3
PfM18AAP inh,1,1,-4,·,0
MEKK2 mut-MEK5,0,-1,-6,·,2
OXTR potentiator,-6,5,3,-8,-6
